From PubChem BioAssay
TRPC6 activator: activates the mouse TRPC6 cation channel; HEK293-TRPC6 membrane potential dye fluorescence; hits give high values; B-score at 10 µM; 310,000 tested, 0.13% active;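 active means B-score of the integrated fluorescence ratio above library mean plus 3 SD, and starting fluorescence ratio within library mean plus 5 SD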;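 further: higher score means more depolarization so channel activation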
MrgX1 antag: human MrgX1 receptor antagonism, primary screen. Q96LB2. MRGX1-HEK293 calcium flux, Fluo-4, BAM8-22 antagonism; hits give low values. B-score at 10 µM. 310,000 tested, 1.3% active. AID 588676;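 active means calcium-response B-score plate-corrected more than 3 library SD below zero, starting fluorescence within 5 deviations, no agonist response on first addition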;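 further: peak minus trough fluorescence over baseline after final BAM8-22 challenge near maximal dose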
Target sequence (Q96LB2 whole entry, looked up): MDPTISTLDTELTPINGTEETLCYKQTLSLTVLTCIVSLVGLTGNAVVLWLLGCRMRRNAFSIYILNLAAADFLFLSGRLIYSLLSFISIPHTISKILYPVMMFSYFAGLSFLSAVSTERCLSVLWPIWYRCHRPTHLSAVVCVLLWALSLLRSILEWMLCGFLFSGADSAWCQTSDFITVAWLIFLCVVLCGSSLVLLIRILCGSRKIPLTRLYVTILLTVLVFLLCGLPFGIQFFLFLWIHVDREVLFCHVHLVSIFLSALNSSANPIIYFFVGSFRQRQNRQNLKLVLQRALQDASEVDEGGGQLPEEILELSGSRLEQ
TMEM16A inh: inhibitors of mouse TMEM16A calcium-activated chloride channel; Q8BHY3; AID 588511; 310,000 tested, 1.2% active; HEK293 TMEM16A/YFP iodide influx fluorescence, ionomycin; normalized B-score (activity score, 25-100; higher = stronger inhibition) at 10 µM;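 active means ratio plate-corrected score three or more library SD toward inhibition, starting fluorescence score within five deviations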;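 further: score derived from kinetic fluorescence span divided by baseline fluorescence per well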
TRPC4 agonist: activators of mouse TRPC4 channel. Q9QUQ5. B-score at 10 µM. 310,000 tested, 0.49% active. HEK293 TRPC4beta/mu-opioid, Fluo4 calcium fluorescence; hits give high values. AID 2237;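 active means B-score above 5 SD of library B-scores, and initial fluorescence ratio not above library mean plus 5 SD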;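 further: positive B-score marks a calcium rise read as TRPC4 activation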
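Technique: kinetic Fluo4 calcium fluorescence; Test system: TRPC4beta and mu-opioid receptor HEK293 stable cells; Measure: B-scored integrated calcium fluorescence ratio; Benchmarks: low control buffer alone, high control maximal DAMGO; Schedule: 45 min room-temperature Fluo4 loading, 110 s read.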
MrgX1 ag: activates human MrgX1 receptor signaling | Q96LB2 | MrgX1-HEK293 cells, Fluo-4 calcium fluorescence, agonist mode; hits give high values | B-score at 10 µM | 310,000 tested, 0.44% active;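 active means calcium response B-score plate-corrected fluorescence ratio at least 3 library SD, with starting fluorescence B-score inside 5 SD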
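Assay system: stable human MrgX1 HEK293 cell line. Quantity: 15,000 cells per well. Schedule: cells plated overnight, dye loaded 0.5 h 37 °C, 0.5 h room temperature. Detection: Fluo-4 NW calcium-flux fluorescence, kinetic read. Read-out basis: peak-minus-minimum fluorescence over baseline, converted to B scores. Control set: positive and negative control wells on each plate.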
ANO1 activ: mouse TMEM16A channel activation, primary screen; HEK293 TMEM16A/YFP-H148Q/I152L, iodide quench fluorescence; hits give low values; B-score at 10 µM; 340,000 tested, 0.3% active; AID 623877;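 active means fluorescence-ratio B-score plate-corrected deviation score at least 3 library SD below zero, with starting fluorescence score within 5 deviations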;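 further: channel opened by trigger with iodide after compound preincubation; score built on the fluorescence ratio of max minus min over baseline; more negative score means more quench and so TMEM16A activation or potentiation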
RGS4 block: human RGS4 inhibition; HEK293 M3R/RGS4 inducible, Fluo-4 calcium flux; hits give high values; triggered by carbachol at its EC20; AID 463165; P49798; B-score at 10 µM; 310,000 tested, 0.45% active;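 active means B-score, a plate-corrected calcium signal, over three deviations above library mean, with baseline fluorescence within five deviations of library mean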;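 further: RGS4 expression induced by doxycycline in cells with stable M3 receptor; B-score is computed from the integrated fluorescence ratio over baseline after carbachol; higher B-score means a larger calcium signal and so more RGS4 inhibition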
Target sequence (P49798 whole entry, looked up): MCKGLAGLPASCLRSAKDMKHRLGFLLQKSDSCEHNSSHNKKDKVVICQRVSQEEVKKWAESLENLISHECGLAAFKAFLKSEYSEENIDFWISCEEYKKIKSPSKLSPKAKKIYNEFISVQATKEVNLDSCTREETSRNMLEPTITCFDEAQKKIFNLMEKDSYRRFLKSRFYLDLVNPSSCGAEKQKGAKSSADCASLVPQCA
TRPC4 block: TRPC4 (mouse) channel inhibition | B-score at 10 µM | 300,000 tested, 0.39% active | Q9QUQ5 | AID 2247 | HEK293 TRPC4beta/mu-opioid, DAMGO-evoked Fluo4 calcium flux; hits give low values;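 active means B-score over 3 SD under the library average, no early fluorescence shift, positive overall ratio signal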
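test system = HEK293 cells with stable TRPC4beta plus mu-opioid receptor expression | detection = Fluo4 Ca2+ flux fluorescence | read-out = integrated fluorescence ratio relative to baseline, converted to per-well B score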
MrgX1 allo act: human MrgX1 positive allosteric modulation, primary screen. B-score at 10 µM. 310,000 tested, 0.63% active. MrgX1-HEK293, Fluo-4 calcium flux, FDSS; hits give high values;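 active means plate-corrected calcium response at least 3 library SD above typical, normal starting fluorescence, not activating the receptor alone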;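 further: compound read alongside a low EC10 to EC30 dose of BAM8-22 agonist; peak minus trough fluorescence over baseline measured at the second addition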
TRPC4 PAM: TRPC4 (mouse) allosteric potentiation; Q9QUQ5; HEK293 TRPC4beta/mu-opioid, DAMGO EC20, Fluo-4 Ca2+ flux; hits give high values; B-score at 10 µM; 310,000 tested, 0.42% active; AID 2227;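 active means B-score of calcium response area above 5 SD of library B-scores, with initial fluorescence ratio within 5 SD of library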;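 further: B-score of integrated fluorescence ratio over time as area under calcium response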
TRPC6 inhibitor: blocks the mouse TRPC6 cation channel. Q61143. HEK293-TRPC6, membrane potential dye, ACh-evoked depolarization; hits give low values. B-score at 10 µM. 310,000 tested, 1.1% active. AID 2553;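 active means B-score under library mean minus 3 SD, initial fluorescence not abnormally high, positive integrated signal ratio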;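 further: B-score derived from integrated fluorescence ratio over the kinetic read; more negative B-score means stronger inhibition of depolarization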
Numbers without * were called inactive; i = inactive; . = not tested or not shown.

#	molecule	RGS4 block	TRPC4 PAM	TRPC4 block	MrgX1 ag	MrgX1 allo act	MrgX1 antag	TRPC4 agonist	TRPC6 activator	ANO1 activ	TRPC6 inhibitor	TMEM16A inh
1	CC1(C)c2[nH]c3ccccc3c2C[C@H]2C(=O)N(Cc3ccccc3)C(=O)N21	i	i	i	i	i	i	i	i	i	i	i
2	CCOc1cc(/C=N/NC(=O)c2cccc([N+](=O)[O-])c2)ccc1OS(=O)(=O)c1ccccc1	i	i	i	i	i	i	i	i	i	i	i
3	CCS(=O)(=O)N1CCN(c2ccc([N+](=O)[O-])c(NCc3cccnc3)c2)CC1	i	i	i	i	i	i	i	i	i	i	i
4	CCSc1nnc(NC(=O)Cc2cccc(OC)c2)s1	i	i	i	i	i	i	i	i	i	i	i
5	CCCOc1ccc(Cl)cc1/C=C1/C(=O)ON=C1C	i	i	i	i	i	i	i	i	i	i	i
6	COc1ccc(-c2cc(-c3ccccc3)n3ncnc3n2)cc1	i	i	i	i	i	i	i	i	i	i	i
7	CC(C)c1nnc(NC(=O)CC(C)c2ccccc2)s1 (configuration not stated)	i	i	i	i	i	i	i	i	i	i	i
8	O=C(c1ccc(S(=O)(=O)N2CCOCC2)cc1)N(c1cccc(Cl)c1)C1C=CS(=O)(=O)C1 (configuration not stated)	i	i	i	i	i	i	i	i	i	i	i
9	CC(C)(C)c1ccc(-n2ncc3c2CCCC3NC(=O)CCN2CCCC2=O)cc1 (configuration not stated)	i	i	i	i	i	i	i	i	i	i	i
10	C/C(=N\NC(=O)c1ccccn1)c1ccc(Cl)cc1	i	i	i	i	i	i	i	i	i	i	i
11	C=C(C)[C@@H]1CC=C(C(=O)O)CC1	i	i	i	i	i	i	i	i	i	i	i
12	COc1cc2c(C(=O)N3CCN(c4ccccc4C)CC3)c(C)oc2cc1Br	i	i	i	i	i	i	i	i	i	i	i
13	CCOc1ccc(N=C(NC#N)SCC)cc1	i	i	i	i	i	i	i	i	i	i	i
14	CC(C)C(=O)Nc1c(-c2ccccc2F)c(=O)c2ccccc2n1C	i	i	i	i	i	i	i	i	i	i	i
15	CCOC(=O)C1CCCN(c2ncnc3c2cnn3-c2ccc(Cl)cc2)C1 (configuration not stated)	i	i	i	i	i	i	i	i	i	i	i
16	CC1CCc2c(sc(NC(=O)Cn3cnc([N+](=O)[O-])n3)c2C(N)=O)C1 (configuration not stated)	i	i	i	i	i	i	i	i	i	i	i
17	CCOc1ccc(S(=O)(=O)Nc2ccc(C(=O)N3CCCC3)cc2)cc1	i	i	i	i	i	i	i	i	i	i	i
18	COC(=O)c1cn(C(=O)c2cccc(C)c2)c2ccccc12	i	i	i	i	i	i	i	i	i	i	i
19	O=C(Nc1ccccc1C(F)(F)F)N1CCCCCC1	i	i	i	i	i	i	i	i	i	i	i
20	Cc1cc(C(=O)NNC(=O)c2cccc(C(F)(F)F)c2)no1	i	i	i	i	i	i	i	i	i	i	i
21	O=C(/C=C/c1cccc(F)c1)c1ccc(N2CCOCC2)cc1	i	i	i	i	i	i	i	i	i	i	i
22	COc1ccc(C)cc1NC(=O)Cn1cnnn1	i	i	i	i	i	i	i	i	i	i	i
23	Cc1ccc(CNC(=O)c2cn(C)c3ccc(S(=O)(=O)N4CCOCC4)cc3c2=O)cc1	i	i	i	i	i	i	i	i	i	i	i
24	O=C(Nc1ccsn1)c1ccc(Cl)cc1Cl	i	i	i	i	i	i	i	i	i	i	i
25	O=C(NCCc1cccnc1)C1CCC(=O)N(Cc2ccc(Cl)cc2)C1 (configuration not stated)	i	i	i	.	.	.	i	i	i	i	.
26	COc1ccc2c(c1)cc1n2CCN=C1NCCO	i	i	i	i	i	i	i	i	i	i	i
27	O=C(c1ccco1)N1CCC(N2CCN(c3ccccc3)CC2)CC1	i	i	i	i	i	i	i	i	i	i	i
28	O=C(OCC(=O)N1CCCC1=O)c1ncc(Cl)c(Cl)c1Cl	i	i	i	i	i	i	i	i	i	i	i
29	CC(C)(C)NC(=O)Nc1ccc2nccnc2c1	i	i	i	i	i	i	i	i	i	i	i
30	Cc1cc2cc(CNC(=O)C3CCCC3)ccc2n1C	i	i	i	i	i	i	i	i	i	i	i
31	Cc1ccc(N(CN2CCCC2=O)C(=O)c2ccccc2)cc1	i	i	i	i	i	i	i	i	i	i	i
32	Cc1ccc2c(c1)N(CC(=O)OCC(=O)NCc1ccccc1)C(=O)CO2	i	i	i	i	i	i	i	i	i	i	i
33	CN(c1ccccc1C(=O)N1CCc2ccccc2C1)S(C)(=O)=O	i	i	i	i	i	i	i	i	i	i	i
34	COc1ccc(NS(=O)(=O)c2cccc(C(=O)O)c2)cc1	i	i	i	i	i	i	i	i	i	-5.39*	i
35	CCN(CC)C(=O)/C(=C\c1ccncc1)NC(=O)c1ccccc1	i	i	i	i	i	i	i	i	i	i	i
36	CCOC(=O)C1CCN(CC(=O)Nc2ccc(S(=O)(=O)N3CCC(C)CC3)cc2)CC1	i	i	i	i	i	i	i	i	i	i	i
37	CCOC(=O)c1c(C)n(C)c2ccc(OC(C)=O)cc12	i	i	i	i	i	i	i	i	i	i	i
38	O=C(OC1CCCCC1=O)c1cccc(S(=O)(=O)N2CCOCC2)c1 (configuration not stated)	i	i	i	i	i	i	i	i	i	i	i
39	COc1ccc2c(c1)c(C(=O)CNc1nc(C)cs1)c(C)n2C	.	.	.	i	i	i	.	.	i	.	i
40	CNC(=O)N(C1=NCC(C)S1)c1ccc(F)cc1F (configuration not stated)	i	i	i	i	i	i	i	i	i	i	i
41	CCOC(=O)c1nnn(-c2nonc2-n2cccc2)c1C	i	i	i	i	i	i	i	i	i	i	i
42	Cn1cnnc1SCNC(=O)C(F)(F)F	i	i	i	i	i	i	i	i	i	i	i
43	Cc1ccc(S(=O)(=O)N2CCN(c3ccc([N+](=O)[O-])cn3)CC2)cc1	i	i	i	i	i	i	i	i	i	i	i
44	CC1CCC2C(C1)OS(=O)(=O)NC2(C)C (configuration not stated)	i	i	i	i	i	i	i	i	.	i	i
45	COc1ccc(CC(NC(C)=O)C(=O)NC2CCN(c3nc(C)cc(C)c3C#N)CC2)cc1 (configuration not stated)	i	i	i	i	i	i	i	i	i	i	i
46	CC1(c2ccc([N+](=O)[O-])cc2)NC(=O)N(CC(=O)c2ccc3c(c2)OCO3)C1=O (configuration not stated)	i	i	i	i	i	i	i	i	i	i	i
47	Cc1ccc(NC(=O)Cn2c(=O)cnc3ccccc32)cc1S(=O)(=O)N(C)C	i	i	i	i	i	i	i	i	i	i	i
48	CNC(=O)C1CC(=O)N(c2ccc(OCC(=O)NCc3ccccc3)cc2)C1 (configuration not stated)	i	i	i	i	i	i	i	i	i	i	i
49	O=C1OC(c2ccccc2)=N/C1=C/c1cccc(OC(=O)c2cccs2)c1	i	i	i	i	i	i	i	i	i	i	25*
50	Cc1ccccc1N(C(=O)Cn1nnc2ccccc21)C(C(=O)NCc1ccco1)c1ccncc1 (configuration not stated)	i	i	i	i	i	i	i	i	i	i	i

Continuation.
#	molecule	RGS4 block	TRPC4 PAM	TRPC4 block	MrgX1 ag	MrgX1 allo act	MrgX1 antag	TRPC4 agonist	TRPC6 activator	ANO1 activ	TRPC6 inhibitor	TMEM16A inh
51	COc1ccccc1C1CC(c2ccccc2)Nc2ncnn21 (configuration not stated)	i	i	i	i	i	i	i	i	i	i	i
52	CCOc1ccccc1NC(=O)CN1CCC(C(=O)c2ccc(OC)cc2)CC1	i	i	i	i	i	i	i	i	i	i	i
53	CCOc1cc(CNCCc2ccc(S(N)(=O)=O)cc2)ccc1OCc1ccccc1	i	i	i	i	i	i	i	i	i	i	i
54	Cc1nc2cc(NC(=O)Nc3ccc(N4CCOCC4)cc3)ccc2n1C	i	i	i	i	i	i	i	i	i	i	i
55	Cc1cc(Nc2cccc(Cl)c2C)n2ncnc2n1	i	i	i	i	i	i	i	i	i	i	i
56	C(=N\n1cnnc1)/c1cn(-c2cccs2)nc1-c1ccccc1	i	i	i	i	i	i	i	i	i	i	i
57	CCN(CC)C(=S)SCC(=O)c1ccc(Br)cc1	i	i	i	i	i	i	i	i	i	i	i
58	Cc1c(O)ccc(/C(Cc2ccc3ccccc3n2)=N\O)c1O	i	i	i	i	i	i	i	i	i	i	i
59	O=C(NC1(C(F)(F)F)Oc2ccccc2O1)N1CCCC1	i	i	i	i	i	i	i	i	i	i	100*
60	CC1CCc2sc(C(=O)OC(C)C(=O)Nc3ncc(Cl)cc3Cl)cc2C1 (configuration not stated)	i	i	i	i	i	i	i	i	.	i	i
61	COc1ccc(C)cc1NC(=O)CCNS(=O)(=O)c1ccc2c(c1)CC(C)N2C(C)=O (configuration not stated)	i	i	i	i	i	i	i	i	i	i	i
62	CCCc1[nH]n(-c2ccc([N+](=O)[O-])cc2)c(=O)c1C=NCCc1c[nH]c2ccccc12	i	i	i	i	i	i	i	i	i	i	i
63	CC(=O)Nc1ccc(S(=O)(=O)N(C)CC(=O)N/N=C/c2ccncc2)cc1	i	i	i	i	i	i	i	i	i	i	i
64	CCOC(=O)/C=c1\s/c(=C(\C#N)C(=O)OCC)n(-c2ccccc2)c1=O	i	i	i	i	i	i	i	i	i	i	i
65	Cc1ccc(S(=O)(=O)N2CCN(C(=O)C3CCCO3)CC2)cc1C (configuration not stated)	i	i	i	i	i	i	i	i	i	i	i
66	Cc1cc(S(=O)(=O)N2CCCOC2CNC(=O)C(=O)NCc2ccco2)ccc1F (configuration not stated)	i	i	i	i	i	i	i	i	i	i	i
67	Cc1cc(C)cc(N(CC(=O)NCc2ccccc2)C(=O)CCC(=O)Nc2ccccn2)c1	i	i	i	i	i	i	i	i	i	i	i
68	CC(Oc1ccccc1)C(=O)Nc1nnc(S(=O)(=O)N2CCCCC2)s1 (configuration not stated)	i	i	i	i	i	i	i	i	i	i	i
69	CN1CCN(CP(=O)(N2CCOCC2)N2CCOCC2)CC1	i	i	i	i	i	i	i	i	i	i	i

Hits appear at their usual frequency; 5.8% or so of the library scored in one or more.
